Yeast eIF2B – modulators of yeast eIF2B activity. inhibition, % at 25 µM (by protocol). S. cerevisiae eIF2B-epsilon R284H, GCN4-lacZ luminescence. 27,000 tested, 0.91% active;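 active = mutant luminescence inhibited past about 50% while wild type luminescence and mutant growth stay under set limits, limit read from the data; inconclusive = mutant versus wild type luminescence inhibition gap past a set limit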; also: some compounds called inactive have numbers as strong as hits
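System: Yeast eIF2B-epsilon R284H mutant carrying GCN4–beta-galactosidase fusion | Read-out basis: Percent inhibition, luminescence and growth | Compound: 25 µM single dose | Times: 16 h at 30 °C exposure | Measured by: Luminescence and A595 | Buffer or medium: YPD medium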
Yeast tox – Inhibits yeast growth, turbidity readout. S. cerevisiae wild-type growth, A595 turbidity, 16 h. growth inhibition, % at 25 µM (by protocol). 30,000 tested, 0.3% active. AID 685;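 active = mutant and wild-type yeast strains alike exhibit over 30% growth inhibition; inconclusive = a strain exceeds 50% while the second remains under 30%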;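 also: 0% = untreated cell controls and 100% = YPD media blanks without cells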
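System: S. cerevisiae wild-type or eIF2Bepsilon-R284H mutant strain; times: 16 h growth with compound, 30 °C; signal: absorbance at 595 nm (turbidity); measure: growth inhibition (%) versus cell controls and blanks; compound: 25 µM single dose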
Yeast tox inhibition % – second read-out of Yeast tox, no call of its own (marks repeat the call); growth inhibition, %; S. cerevisiae eIF2Bepsilon-R284H mutant growth, A595 turbidity, 16 h;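 each compound tested once at 25 µM; 0% equals untreated cells and 100% equals cell-free medium blanks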
Yeast eIF2B mutant toxicity – second read-out of Yeast eIF2B, no call of its own (marks repeat the call); growth inhibition, %; measured here: mutant yeast growth, toxicity;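 each compound tested once at 25 µM; zero equals untreated control growth and 100 equals blank medium absorbance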
Numbers without * were called inactive; ? = inconclusive; . = no result given. Not all compounds are listed; the hit share may differ from the screen's.

SMILES | Yeast eIF2B | Yeast eIF2B mutant toxicity | Yeast tox | Yeast tox inhibition %
COc1ccc(C2C(C(=O)NCc3ccccc3)=C(C)Nc3ncnn32)cc1OC (stereo unspecified) | -9 | 8 | 4 | 8
COc1ccc(-c2c3c(=O)n(C)c(=O)n(C)c3cn2NC(C)=O)cc1 | 42 | 2 | -2 | 2
OC12CCCCC1C(c1ccc3c(c1)OCO3)N(Cc1cccc(F)c1)CC2 (stereo unspecified) | 29 | 10 | -6 | 10
C=C(C)Cn1c(SCC(=O)O)nnc1-c1ccccc1 | -27 | . | 18 | 0
CCOC(=O)CN(C(=O)Cn1nnc2ccccc21)C(C(=O)NCCOC)c1ccccc1 (stereo unspecified) | 1 | 6 | 11 | 6
O=C(O)c1ccc(CSc2n[nH]c(-c3ccco3)n2)cc1 | 67* | . | -13 | 17
COc1cccc(Nc2ncnc3ccccc23)c1 | . | . | 26 | 23
Cc1cc(=O)[nH]c2c1c(C)nn2C1CCOC(C)(C)C1 (stereo unspecified) | 5 | -14 | 24 | -14
Cc1c(Cl)c(C(=O)NC2CCCC2)nn1C | -7 | 4 | 34 | 4
Cc1cc(NC(=O)CSc2nc3c(c(=O)n2-c2ccc(Cl)cc2)SCC3)no1 | -17 | -10 | 3 | -10
CCOC(=O)C(C(=O)Nc1nc2ccccc2s1)C1CCCCC1 (stereo unspecified) | 7 | -9 | 29 | -9
COc1cc(C(=O)NCCC(=O)NCCCN2CCCCC2C)cc(OC)c1OC (stereo unspecified) | 24 | 8 | 0 | 8
O=C(CN(Cc1cccs1)C(=O)CSc1nnc(COc2ccccc2)o1)NC1CCCCC1 | 12 | 5 | 4 | 5
CCC(C)Cn1c(S(=O)(=O)O)nc2ccccc21 (stereo unspecified) | 36 | . | -17 | 0
CC(OC(=O)CN(C)S(=O)(=O)c1ccc(Cl)cc1)C(=O)Nc1ncc(Cl)cc1Cl (stereo unspecified) | 13 | -5 | 3 | -5

A run of entries of the results above, as a working copy:
SMILES | Yeast eIF2B | Yeast eIF2B mutant toxicity | Yeast tox | Yeast tox inhibition %
COc1ccc(C2C(C(=O)NCc3ccccc3)=C(C)Nc3ncnn32)cc1OC (stereo unspecified) | -9 | 8 | 4 | 8
COc1ccc(-c2c3c(=O)n(C)c(=O)n(C)c3cn2NC(C)=O)cc1 | 42 | 2 | -2 | 2

The main list resumes, repeating the five entries before the break.
SMILES | Yeast eIF2B | Yeast eIF2B mutant toxicity | Yeast tox | Yeast tox inhibition %
CCOC(=O)C(C(=O)Nc1nc2ccccc2s1)C1CCCCC1 (stereo unspecified) | 7 | -9 | 29 | -9
COc1cc(C(=O)NCCC(=O)NCCCN2CCCCC2C)cc(OC)c1OC (stereo unspecified) | 24 | 8 | 0 | 8
O=C(CN(Cc1cccs1)C(=O)CSc1nnc(COc2ccccc2)o1)NC1CCCCC1 | 12 | 5 | 4 | 5
CCC(C)Cn1c(S(=O)(=O)O)nc2ccccc21 (stereo unspecified) | 36 | . | -17 | 0
CC(OC(=O)CN(C)S(=O)(=O)c1ccc(Cl)cc1)C(=O)Nc1ncc(Cl)cc1Cl (stereo unspecified) | 13 | -5 | 3 | -5
Nc1nnc(SCc2coc(-c3ccc(Cl)cc3)n2)s1 | 22 | -4 | -11 | -4
COc1nc(N(C#N)CC(N)=O)nc(N2CCCC2)n1 | 8 | -14 | 11 | -14
CCCCOC(=O)c1ccc(NC(=O)C2CCCO2)cc1 (stereo unspecified) | . | . | 7 | 15
CC(=O)C1=C(O)C(=O)N(c2cc(C(C)(C)C)on2)C1c1ccc(Br)cc1 (stereo unspecified) | 43 | -10 | 4 | -10
CCN(CC)CCCN(Cc1cc2cc3c(cc2[nH]c1=O)OCCO3)C(=O)Nc1ccccc1 | 15 | 22 | 12 | 22
CC(=O)N1c2ccccc2C(=O)OC1c1cccnc1 (stereo unspecified) | 3 | 18 | 46 | 18
O=C(CSc1nnc(-c2cnccn2)n1Cc1ccco1)Nc1ccc(Br)cc1 | 26 | -25 | 2 | -25
Cc1ccccc1NCc1ccccc1O | -10 | 13 | 12 | 13
Cc1ccc(/C=N/n2c(C)nnc2C)cc1 | -17 | 12 | -6 | 12
CCOC(=O)CC(/C(C)=N\O)c1ccccc1 (stereo unspecified) | 16 | 12 | 24 | 12
O=C(Nc1ccc(Oc2ccccc2)cc1)c1ccco1 | 15 | 25 | 22 | 25
CNc1oc(-c2ccccc2)nc1C#N | 17 | 13 | 11 | 13
Cc1ccc2c(c1)N(C(=O)CSc1nncn1C)C(C)(C)c1ssc(=S)c1-2 | 21 | -23 | -22 | -23
O=S(=O)(CCSc1nc2ccccc2o1)c1nc2ccccc2s1 | 19 | 6 | -6 | 6
Cc1ccc(C(=O)O)cc1S(=O)(=O)N1CCC(C(=O)O)CC1 | -2 | -7 | 16 | -7
CC(OC(=O)CN1C(=O)NC(C)(C)C1=O)C(=O)c1ccccc1 (stereo unspecified) | 23 | 6 | 26 | 6
COc1ccc(F)cc1S(=O)(=O)N1CC(C)CC(C)C1 (stereo unspecified) | . | . | 26 | 7
Cc1ccc(-c2noc(CCC(=O)NCC3CCCO3)n2)cc1 (stereo unspecified) | -5 | -5 | 10 | -5
CC1(C)OC(=O)CC1C(=O)NCc1ccccc1 (stereo unspecified) | . | . | 2 | 7
O=C(O)CCS(=O)(=O)c1cccc2cccnc12 | 4 | -4 | -5 | -4
COc1ccc(CN=CC2=C(O)CC(C)(C)CC2=O)cc1 | 0 | . | -6 | 0
CC(C)(C)NC(=O)C(c1cccs1)N(CC1CCCO1)C(=O)Cn1nnc(-c2cccs2)n1 (stereo unspecified) | 22 | -10 | -5 | -10
Cc1ccc(NC(=O)Cn2nnc(-c3ccccc3NC(=O)c3cccs3)n2)cc1 | 25 | 5 | 4 | 5
CCOC(=O)c1sc2nc3c(cc2c1N)COC(C(C)C)C3 (stereo unspecified) | 31 | 5 | -10 | 5
COc1ccc(CNC(=O)c2cccc(N(C)C)c2)cc1 | 27 | 3 | 6 | 3
COc1cc(-c2nnc(SC/C=C/c3ccccc3)n2N)cc(OC)c1OC | . | . | 37 | 5
Cc1ccc(CNC(=O)c2cnc(-c3ccccn3)nc2C(F)(F)F)cc1 | 8 | . | 10 | 0
C[n+]1cc(-c2ccccc2)n2c1CCCCC2 | 16 | -20 | 6 | -20
O=C(COC(=O)c1ccccn1)c1ccc(Br)cc1 | 5 | 5 | 2 | 5
O=C(N1CCN(Cc2ccc3c(c2)OCO3)CC1)C12CC3CC(CC(C3)C1)C2 | -4 | 4 | -5 | 4
CCOC(=O)c1cccc(Nc2ncnc3ccccc23)c1 | -39 | . | . | .
CC1CN(S(=O)(=O)c2ccc(-c3nc4ccccc4s3)cc2)CC(C)O1 (stereo unspecified) | -9 | -9 | -36 | -9
CC(/C=C\c1cccnc1)=C/C(=O)O | . | . | 4 | 18
CCOC(=O)C1CCN(C(=O)CSc2nnc(-c3ccco3)n2-c2ccccc2)CC1 | 18 | 11 | 4 | 11
O=C(CC(c1ccccc1)c1ccco1)N1CCOCC1 (stereo unspecified) | -1 | 14 | 30 | 14
CCOc1ccc(NC(=O)CSc2nnc(-c3ccco3)n2C)cc1 | 0 | -11 | -1 | -11
COc1ccc(CN2CN(c3ccc(Cl)cc3)C(=O)N(n3cnnc3)C2)cc1 | -29 | 6 | -7 | 6
O=C(CCC(=O)OCC(=O)c1ccc(Br)cc1)NC1CCCCC1 | 16 | 21 | -6 | 21
CCC(Oc1ccccc1)C(=O)N1CCN(C(=O)C(CC)Oc2ccccc2)CC1 (stereo unspecified) | . | . | -2 | 12
O=C(NCCCN1CCOCC1)C1(c2ccccc2)CCOCC1 | 8 | 59 | ? | .
CCCCn1c(CCC)nc([N+](=O)[O-])c1Sc1ccc(Cl)cn1 | 4 | -11 | 12 | -11
CCc1nnc(NC(=O)c2cccc(NC(=O)C(C)C)c2)s1 | -19 | -14 | 11 | -14
Cc1cc(C)c2c(n1)sc1c(=O)n(Cc3ccccc3Cl)nnc12 | -20 | 6 | 15 | 6
CCN1C(c2ccccc2)C(C)C(=O)C(C)C1c1ccccc1 (stereo unspecified) | 20 | 10 | 6 | 10
COC(=O)c1ccc2c(=O)[nH]c(CN3c4ccccc4CC3C)nc2c1 (stereo unspecified) | 32 | . | -17 | 0

Given comma-delimited: seven of the compounds above.
Structure,Yeast eIF2B,Yeast eIF2B mutant toxicity,Yeast tox,Yeast tox inhibition %
CC1CN(S(=O)(=O)c2ccc(-c3nc4ccccc4s3)cc2)CC(C)O1 (stereo unspecified),-9,-9,-36,-9
CC(/C=C\c1cccnc1)=C/C(=O)O,.,.,4,18
CCOC(=O)C1CCN(C(=O)CSc2nnc(-c3ccco3)n2-c2ccccc2)CC1,18,11,4,11
O=C(CC(c1ccccc1)c1ccco1)N1CCOCC1 (stereo unspecified),-1,14,30,14
CCOc1ccc(NC(=O)CSc2nnc(-c3ccco3)n2C)cc1,0,-11,-1,-11
COc1ccc(CN2CN(c3ccc(Cl)cc3)C(=O)N(n3cnnc3)C2)cc1,-29,6,-7,6
O=C(CCC(=O)OCC(=O)c1ccc(Br)cc1)NC1CCCCC1,16,21,-6,21

(next part)
SMILES | Yeast eIF2B | Yeast eIF2B mutant toxicity | Yeast tox | Yeast tox inhibition %
CC1=CC(C)(C)Nc2ccc(OC(=O)c3cccnc3)cc21 | 18 | 16 | 14 | 16
O=C1CC(N2CCN(c3nc4ccccc4s3)CC2)C(=O)N1Cc1cccs1 (stereo unspecified) | -26 | 73 | 73* | 73*
CN(NS(=O)(=O)c1ccccc1)c1nc2ccccc2nc1C(F)(F)F | 16 | 10 | 0 | 10
CC(=O)c1cccc(NC(=O)c2oc(C)nc2C)c1 | -53 | . | 37 | 0
CCOC(=O)C1CCN(C(=O)C(=O)N2CCC(C(=O)OCC)CC2)CC1 | -54 | 10 | -4 | 10
CCc1ccccc1NC(=O)CSc1nnc([C@@H]2CCCN2C(=O)OC(C)(C)C)o1 | 27 | . | 1 | 0
Cc1ccc(N2C(=O)CC(Cn3nc(C)cc3C)C2=O)cc1 (stereo unspecified) | 8 | 5 | -4 | 5
CC(=O)c1ccc(NC(=O)c2ccn[nH]2)cc1 | 59 | 11 | 17 | 11
c1cc2c3c(cccc3c1)NC1(CCCCC1)N2 | 11 | 15 | 6 | 15
CN(C(=O)C1CCCO1)c1nnc(-c2cnccn2)s1 (stereo unspecified) | -16 | 15 | 28 | 15
CCOC(=O)Nc1ccc(S(=O)(=O)Nc2nc(C)cc(C)n2)cc1 | -1 | 10 | 12 | 10
CCN1CCN(c2c(Cl)cccc2NC(=O)c2ccco2)CC1 | -7 | . | . | .
O=c1c2[nH]c3ccc(F)cc3c2ncn1C1CCCCC1 | 24 | 10 | -4 | 10
Cc1cc(OCC(=O)Nc2ccc(S(=O)(=O)N3CCN(C)CC3)cc2)cc(C)c1Cl | . | . | -16 | -5
CCc1nc(SCC(=O)Nc2cc(C)on2)c2c(C)c(C)sc2n1 | 5 | -35 | -34 | -35

Looked up by structure from above (3):
SMILES | Yeast eIF2B | Yeast eIF2B mutant toxicity | Yeast tox | Yeast tox inhibition %
CC(=O)c1ccc(NC(=O)c2ccn[nH]2)cc1 | 59 | 11 | 17 | 11
CC(=O)c1cccc(NC(=O)c2oc(C)nc2C)c1 | -53 | . | 37 | 0
CCc1nc(SCC(=O)Nc2cc(C)on2)c2c(C)c(C)sc2n1 | 5 | -35 | -34 | -35

Carrying on:
SMILES | Yeast eIF2B | Yeast eIF2B mutant toxicity | Yeast tox | Yeast tox inhibition %
CCc1c(C)sc(NC(=O)c2cc(-c3ccco3)on2)c1C#N | 8 | -35 | 7 | -35
c1ccc2c(c1)[nH]c1c(N3CCSCC3)ncnc12 | 17 | -23 | 22 | -23
Cc1cc(C)cc(-c2nnc(SCC(=O)NCc3cccs3)o2)c1 | -9 | -4 | 12 | -4
Cc1cc(NC(=O)c2cnn3cccnc23)n(-c2ccccc2)n1 | -12 | . | . | .
COc1ccc(OCc2nc(N)nc(Nc3ccc(C)cc3)n2)cc1 | 21 | 10 | -4 | 10
CC1(C)CC(=O)c2c(O)cc(O)cc2O1 | 1 | 14 | 18 | 14
Fc1ccc(-c2nn3c(C4COc5ccccc5O4)nnc3s2)cc1 (stereo unspecified) | 15 | 12 | 16 | 12
Cc1nc2ccccc2c(=O)[nH]1 | -25 | 5 | 10 | 5

Screening results (PubChem)
